GoLoco inh red – inhibitors of human Gai1-RGS12 GoLoco interaction (red fluorophore) | P63096 | Gai1:RGS12 GoLoco peptide FP, rhodamine, 10 min | Potency, µM (doses to about 61.6 µM), inactives show at the top dose activity, negative = inhibition, actives largely listed as inhibitors | hit rate 0.44% among 230,000 | AID 880; active means well fitted inhibition curve with a large enough effect, not every such curve was filed as active; inactive means no such curve, though single readings can be large or run the other way; further: nearly all actives have a fitted effect of over 30% in size; many of its hits are not listed in these tables
Target sequence (P63096 whole entry, looked up): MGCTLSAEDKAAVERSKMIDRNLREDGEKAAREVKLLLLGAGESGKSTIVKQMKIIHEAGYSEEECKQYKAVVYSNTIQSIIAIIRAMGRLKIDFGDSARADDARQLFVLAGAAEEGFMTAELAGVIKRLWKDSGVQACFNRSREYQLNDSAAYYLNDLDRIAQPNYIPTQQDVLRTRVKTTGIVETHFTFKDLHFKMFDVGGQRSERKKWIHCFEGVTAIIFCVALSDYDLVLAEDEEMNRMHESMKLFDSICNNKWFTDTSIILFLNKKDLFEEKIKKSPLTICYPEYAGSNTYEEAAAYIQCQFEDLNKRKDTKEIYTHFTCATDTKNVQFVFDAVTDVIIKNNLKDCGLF
TR SRC2 fluor cs – alters Texas Red total fluorescence, flagging assay interference. TRb/SRC2 Texas Red total fluorescence interference. Potency, µM (doses to about 106 µM), inactives show at the highest dose fluorescence change, negative = quenching. hit rate 0.29% among 280,000; active means well fitted curve in either direction with a large enough effect; inconclusive means small, poorly fitted or top-dose-only effect
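Human TRb ligand-binding domain at 0.6 uM with 20 nM Texas Red SRC2 peptide in Tris buffer containing 1 uM T3 and 5% DMSO, incubated with compound 5 h at ambient temperature. Total fluorescence (555/632 nm) calculated as parallel + 2 × perpendicular.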
L3MBTL1 inh – blocks human L3MBTL1. Q9Y468. AlphaScreen L3MBTL1–H3K9me1 peptide binding. Potency, µM (titrated, usually from 57.1 µM), without a hit: at the highest dose activity, negative = inhibition, actives largely listed as inhibitors. hit rate 0.66% among 230,000. AID 485360; further: nearly all actives have a fitted effect of over 60% in size
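AlphaScreen assay: L3MBTL1 (50 nM final) was preincubated 30 min at room temperature with biotinylated H3(1-15)K9me1 peptide (75 nM final), then 30 min with library compounds; streptavidin donor and nickel chelate acceptor beads (10 ug/mL final) added, 30 min dark.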
TRb SRC2 PPI – inhibitors of human thyroid hormone receptor beta-SRC2 interaction; Potency, µM (titrated, usually from 106 µM), without a hit: top-dose activity change, negative = inhibition, hits mostly inhibitors; P10828; TRbeta-SRC2 peptide binding, fluorescence polarization; receptor liganded with 1 µM T3; hit rate 0.065% among 280,000;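 further: plate controls were bound peptide for no effect and peptide without receptor for full effect; nearly all actives have a fitted effect of over 50% in size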
Target sequence (P10828 whole entry, looked up): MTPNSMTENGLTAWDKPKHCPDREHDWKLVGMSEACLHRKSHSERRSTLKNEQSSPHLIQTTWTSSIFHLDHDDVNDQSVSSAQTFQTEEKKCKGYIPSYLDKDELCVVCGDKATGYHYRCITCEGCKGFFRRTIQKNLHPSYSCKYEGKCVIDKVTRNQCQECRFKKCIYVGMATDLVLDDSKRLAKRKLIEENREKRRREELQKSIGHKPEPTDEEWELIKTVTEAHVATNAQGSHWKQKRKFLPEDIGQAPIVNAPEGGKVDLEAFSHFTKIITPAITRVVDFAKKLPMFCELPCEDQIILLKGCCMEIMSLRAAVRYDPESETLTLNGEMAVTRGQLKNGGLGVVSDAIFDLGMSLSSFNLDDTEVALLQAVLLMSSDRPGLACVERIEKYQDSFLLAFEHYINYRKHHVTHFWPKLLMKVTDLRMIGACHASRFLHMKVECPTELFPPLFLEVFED
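Fluorescence polarization of 20 nM Texas Red SRC2 peptide (20-aa NR interaction domain) bound to 0.6 uM human TRb ligand-binding domain, with 1 uM T3, after 5 hr at ambient temperature; inhibition seen as decreased polarization.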
RECQ1 helicase – RECQ1 (human) helicase inhibition; P46063; RECQ1 DNA unwinding, red fluorescence kinetic read; Potency, µM (doses to about 57.3 µM), inactives show at the highest dose activity, negative = inhibition, hits mostly inhibitors; hit rate 0.54% among 240,000; AID 2549;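 further: plate controls were vehicle for no effect and no enzyme for full effect; nearly all actives have a fitted effect of over 30% in size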
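RECQ1T1 50 nM; forked duplex (20 bp + 30-nt ss tails) 200 nM, ATP 2 mM final; pH 8.0, 2 mM MgCl2, 2.5 ug/ml poly(dI-dC); 15 min compound preincubation; discontinuous kinetic read over 2 h at RT.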
Tau fibril ThT – tau fibrillization inhibition (ThT binding); P10636; recombinant tau K18 P301L (four-repeat tau fragment), heparin-induced fibrillization, ThT fluorescence; Potency, µM (top dose mostly 57.4 µM), inactives show top-dose activity, negative = inhibition, usual class: inhibitors; hit rate 2.1% among 270,000; AID 1460; further: nearly all actives have a fitted effect of over 55% in size
Target sequence (P10636 561-689 P618L limits assumed): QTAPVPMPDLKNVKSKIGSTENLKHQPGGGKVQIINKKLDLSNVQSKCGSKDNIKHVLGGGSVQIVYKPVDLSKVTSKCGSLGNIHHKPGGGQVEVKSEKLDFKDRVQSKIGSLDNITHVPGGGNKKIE
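In this qHTS, human K18 P301L tau is incubated with compound and heparin for 6 hr at 37 C, and Thioflavin T fluorescence then reports fibril load.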
KDM4E inh – inhibitors of human JMJD2E histone demethylase; B2RXH2; JMJD2E catalytic domain, FDH-coupled NADH fluorescence (FDH is formaldehyde dehydrogenase); Potency, µM (doses to about 57.1 µM), for inactives: at the highest dose activity change, negative = inhibition, actives largely listed as inhibitors; hit rate 1.6% among 230,000; active means well fitted inhibition curve with a large enough effect, not every such curve was filed as active; inconclusive means small, poorly fitted or top-dose-only effect, or another doubt; inactive means no such curve, though single readings can be large or run the other way;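 further: 0% = wells with enzyme and -100% = buffer wells without enzyme; nearly all actives have a fitted effect of over 50% in size; many of its hits are not listed in these tables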
Tau fibril FP – inhibitors of human tau fibril formation; P10636; Potency, µM (doses to about 57.7 µM), for the others: at the top dose activity, negative = inhibition, hits mostly inhibitors; K18 P301L tau heparin fibrillization, Alexa594 FP, 6 h; AID 1468; hit rate 0.39% among 280,000; further: nearly all actives have a fitted effect of over 55% in size
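Human K18 P301L fragment (15 uM unlabeled plus 0.24 uM Alexa 594-labeled) in 100 mM sodium acetate pH 7 with compound, aggregation induced by 20 uM heparin for 6 hr at 37 C. ThT (30 uM) added for 1 hr, then Alexa 594 FP read.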
An asterisk follows results filed as active; i = inactive; ? = inconclusive; / = no result given; [ ] = another dose, or the depositor's remark. Unless noted, the call rests on the fitted dose curve; in most records, active means well fitted curve in the direction sought with a large enough effect; inconclusive means small, poorly fitted or top-dose-only effect, or another doubt; inactive means no such curve, though single readings can be large; an effect the other way counts as inactive or inconclusive. Unless noted, on the % scale 0 is the no-effect control and ±100 the full control effect; potency means the concentration at half of the fitted maximal effect. Not all compounds are listed; count on the stated rates, not on these rows.

SMILES | GoLoco inh red | TR SRC2 fluor cs | L3MBTL1 inh | TRb SRC2 PPI | RECQ1 helicase | Tau fibril ThT | KDM4E inh | Tau fibril FP
Cc1ccc2cc(CN(Cc3nnnn3C3CCCCC3)CC3CCCO3)c(=O)[nH]c2c1 (centres undefined) | -1% | 0% | 0% | 7% | -13% | -9% | -7% | 5%
O=C(Cc1n[nH]c(=O)[nH]c1=O)N/N=C/CCc1ccccc1 | 8% | -1% | 10% | 1% | -2% | -10% | ? | 2%
NC(=NCc1ccc(Cl)c(Cl)c1)NC(=O)c1nc(Cl)c(N)nc1N | 10% | -4% | / | 1% | 67%[activator] | 5% | ? | 5%
Cc1cccc(OCCC(=O)Nc2cc(S(=O)(=O)N3CCCCC3)ccc2N2CCOCC2)c1 | -5% | -5% | 0% | -3% | -8% | 0% | 23% | 4%
Cc1cc(NC(=O)CSc2nc3ccccc3c(=O)n2-c2ccccc2)no1 | -24% | -2% | / | -3% | 11% | 3% | 1% | -2%
Cc1ccccc1Nc1c(-c2ccncc2)nc2ccc(Br)cn12 | -1% | -1% | -4% | -1% | i | -5% | -7% | 12%
COC(=O)c1ccc(Oc2coc3cc(OCc4cnn(-c5ccccc5)c4)ccc3c2=O)cc1 | 7% | 0% | -21% | 3% | -6% | -2% | 7% | -17%
CCN(CC)CCNc1c2c(c(C#N)c3nc4ccccc4n13)CCCC2 | 10% | -1% | / | -1% | -18% | -8% | ? | 5%
COc1ccc2[nH]c(=O)c(CN(CCc3ccccc3)C(C)=O)cc2c1 | 1% | 0% | 3% | -12% | -9% | -1% | ? | 3%
O=P(O)(CCc1ccccn1)CN1CCOCC1 | 9% | -2% | -2% | 7% | -8% | -2% | -6% | -11%
CCOC(=O)CSc1nc2ccccc2c(=O)n1CC(C)C | 5% | 7% | 28% | -3% | i | -9% | -6% | -3%
Cc1c(/C=N/NC(=O)c2cccs2)c2ccccc2n1Cc1ccccc1Cl | 15% | -1% | / | -1% | i | 1% | 0% | ?
O=C(NCCCN1CCOCC1)c1sc2cc([N+](=O)[O-])ccc2c1Cl | -3% | -5% | 0% | 3% | 13% | 28µM* | ? | ?
CC1CC(=O)Nc2ccccc2N1S(=O)(=O)c1ccc(Br)cc1 (centres undefined) | 5% | -2% | 0% | -3% | 2% | -15% | -1% | 1%
CC1Cc2cc(/C(O)=C3/C(=O)C(=O)N(Cc4ccco4)C3c3cccs3)ccc2O1 (centres undefined) | -9% | -1% | -9% | -12% | -12% | -15% | -2% | 7%
CCN(c1ccccc1)c1nc(C#N)nc(N(CC)c2ccccc2)n1 | 0% | -1% | / | 6% | i | ? | -15% | -4%
CN=c1scc(C)n1/N=C/c1ccc2c(c1)OCO2 | 4% | -3% | / | 4% | i | 11µM* | 1% | 3%
CC1(c2nnc(-c3ccccc3)o2)CC(c2cccc(Cl)c2)=NO1 (centres undefined) | 2% | -2% | / | -4% | -21% | -3% | -1% | 3%
CCOc1cc(/C=N/N=C(N)N)ccc1OCc1ccc(Cl)cc1 | -9% | -1% | -9% | 2% | 1% | -16% | 1% | 12%
COC(=O)c1c(F)c(F)c(NCCO)c(F)c1F | -10% | -4% | 8% | 0% | -1% | 4% | 0% | -3%
Cc1cn2c(=O)cc(COC(=O)c3cccc(NC(=O)COc4ccccc4)c3)nc2s1 | / | 0% | / | 5% | / | ? | / | -5%
COc1cc(NC(=O)Cn2cnc3sc(C)c(S(=O)(=O)N4CCC(C)CC4)c3c2=O)cc(OC)c1OC | / | -1% | / | 0% | / | -3% | / | -6%
CCN(CC)CC(=O)N1CCCC(C(=O)c2ccccc2OC)C1 (centres undefined) | 8% | -1%[53 µM] | 1% | 8%[53 µM] | 11% | -7% | 6% | -3%
COc1cccc(NC(=O)c2oc3ccc(S(=O)(=O)N4CCCCCC4)cc3c2C)c1 | / | -1% | / | 1% | / | 0% | / | ?
O=C1NC(=Nc2ccc(F)cc2)SC1Cc1ccc(F)cc1 (centres undefined) | 13% | -2% | -6% | 0% | -1% | -2% | -1% | -4%

One compound at a time (already shown).
Cc1ccccc1Nc1c(-c2ccncc2)nc2ccc(Br)cn12 is listed with GoLoco inh red: -1%; TR SRC2 fluor cs: -1%; L3MBTL1 inh: -4%; TRb SRC2 PPI: -1%; RECQ1 helicase: i; Tau fibril ThT: -5%; KDM4E inh: -7%; Tau fibril FP: 12%
O=C(NCCCN1CCOCC1)c1sc2cc([N+](=O)[O-])ccc2c1Cl is listed with GoLoco inh red: -3%; TR SRC2 fluor cs: -5%; L3MBTL1 inh: 0%; TRb SRC2 PPI: 3%; RECQ1 helicase: 13%; Tau fibril ThT: 28µM*; KDM4E inh: ?; Tau fibril FP: ?

More results follow:
SMILES | GoLoco inh red | TR SRC2 fluor cs | L3MBTL1 inh | TRb SRC2 PPI | RECQ1 helicase | Tau fibril ThT | KDM4E inh | Tau fibril FP
COc1ccc(OC)c(Cc2nnc(CCC(=O)N3CCCCC3)o2)c1 | -10% | -2% | 11% | 2% | i | 1% | 22% | 5%
Cc1nc(-c2ccccn2)sc1C(=O)Nc1ccc(Cl)c(Cl)c1 | 8% | 0% | 2% | -4% | 0% | -6% | ? | ?
CCCCS(=O)(=O)c1sc2nc(C)cc(C)c2c1N | 8% | -3% | / | -7% | -5% | -15% | ? | 2%
CC(=O)c1ccc(NC(=O)CCc2c(C)nn(-c3ccc4nncn4n3)c2C)cc1 | / | ? | / | -26% | / | -5% | / | -2%
O=C(NCCCCNC(=O)C(F)(F)F)C(F)(F)F | -17% | -2% | / | -11% | 5% | -6% | -2% | -4%
COc1ccc(Nc2nc(NCC3CCCO3)nc(N)c2[N+](=O)[O-])cc1 (centres undefined) | -7% | -6% | -6% | -3% | -2% | ? | -7% | ?
CN(C1CCCCC1)S(=O)(=O)c1ccc(NC(=O)c2ccco2)cc1 | 10% | -9% | / | -5% | 2% | -1% | -15% | ?
CCCc1nnc(NC(=O)CN2C(=O)c3ccccc3C2=O)s1 | -41% | -6% | / | -10% | -7% | 10% | -2% | ?
CCN1CCN(C(c2nnnn2Cc2ccc3c(c2)OCO3)C(C)C)CC1 (centres undefined) | -6% | -6% | 11% | 1% | -10% | 0% | 7% | 5%
COc1ccc2[nH]c(O)c(N=NC(=O)Cc3cccs3)c2c1 | 24% | -4% | / | 4% | -9% | 16µM* | 0% | 14%
O=c1cc(Cn2nnc(-c3ccc(Cl)cc3)n2)nc2sccn12 | -1% | 1% | 3% | 0% | i | -5% | -4% | -1%
CCn1c(COc2ccc(OC)cc2)nnc1SCC(=O)Nc1cc(OC)ccc1OC | 3% | -1% | -16% | 6% | -7% | ? | 6% | 0%
CCNC(=S)Nc1cc(Cl)ccc1Oc1ccccc1 | -1% | 2% | 1% | 1% | -18% | -1% | 3% | ?
Cc1ccc2nc(NC(=O)C3CCCN(S(=O)(=O)c4cccc5nsnc45)C3)sc2c1 (centres undefined) | 5% | 1% | -10% | -18% | -17% | ? | -7% | -4%
Cc1csc(NC(=O)C2CCCN(S(=O)(=O)c3cccnc3)C2)n1 (centres undefined) | 4% | -1% | / | -3% | -15% | -7% | -10% | 6%
CSCCC(NS(=O)(=O)c1ccc(Cl)cc1)C(=O)OCc1c(Cl)cccc1Cl (centres undefined) | 6% | -1%[53 µM] | 3% | 3%[53 µM] | ? | 4% | -1% | 4%
O=C(Cc1ccc(Cl)cc1)NN1C(=O)c2ccccc2C1=O | 20% | 0% | 5% | 8% | i | -2% | 2% | 7%
CCCCN1C(=O)c2ccc(C(=O)Nc3cccc(C)c3C)cc2C1=O | 2% | -3% | / | -11% | -13% | -12% | -6% | 7%
CCN(CC)S(=O)(=O)c1ccc(N2CCOCC2)c(NC(=O)c2ccc(NC(C)=O)cc2)c1 | -1% | 0% | / | 0% | 8% | -7% | -7% | 1%
Cc1ccc2[nH]c3c(=O)n(CC(=O)NCCc4ccc(Cl)cc4)ncc3c2c1 | / | -4% | / | 4% | / | 7% | / | ?
COCCNC(=O)Cn1c(=O)n(Cc2ccco2)c(=O)c2ccccc21 | 0% | -4% | / | -2% | 4% | 0% | 2% | -12%
Cc1ccc(NC(=O)C2CC(=O)NC(N3CCCCC3)=N2)cc1Cl (centres undefined) | -9% | 2% | -6% | -3% | -17% | -3% | 3% | -11%
CCOc1ccc(-n2c(C)nc3cc(C(=O)NCCC4=CCCCC4)ccc32)cc1 | / | -5% | / | -6% | / | ? | / | 8%
CCOc1ccc(-c2nnc(NC(=O)c3ccc(OCC(C)C)c(OC)c3)o2)cc1 | -2% | -4% | 8% | -10% | -2% | ? | -1% | -1%
O=C(CNC(=O)c1cccc(F)c1)OCc1cc(=O)n2cc(Br)ccc2n1 | 50%[activator] | -2% | 7% | -4% | -11% | -1% | ? | 3%
(list continues)
SMILES | GoLoco inh red | TR SRC2 fluor cs | L3MBTL1 inh | TRb SRC2 PPI | RECQ1 helicase | Tau fibril ThT | KDM4E inh | Tau fibril FP
Cc1nc(SCc2ccc(Cl)cc2)ncc1C(=O)O | 7% | 0% | 3% | 0% | 19% | -7% | -7% | -2%
CC(NC(=O)C(=O)NN=C1CCCCCCC1)c1ccccc1 (centres undefined) | 3% | -3% | -4% | -14% | -1% | -4% | 30%[activator] | -15%
O=C(OCC(=O)N1CCC(Cc2ccccc2)CC1)c1ccc[nH]c1=O | 8% | -5% | 0%[11.4 µM] | 10% | -17% | 1% | -17% | 5%
Clc1ccc(-n2nnnc2CN2CCOCC2)cc1Cl | -3% | -3% | 8% | -1% | -12% | 2% | 2% | 5%
CCn1c(=O)c(C(=O)Nc2ccccn2)c(O)c2ccccc21 | 22% | -2% | 8% | 3% | 0% | -12% | -9% | -4%
CN(Cc1ccccc1)C(=O)CCc1ccccc1 | 4% | 5% | 14% | 3% | -14% | -4% | -7% | -9%
COc1ccc(NC(=O)Nc2c(C)n(-c3ccccc3)c(=O)n2C)cc1OC | 7% | 0% | -1% | 6% | -1% | -11% | -1% | 3%
CCC(C)C(NC(C)=O)C(=O)NC(=O)NC(c1ccccc1)c1ccccc1 (centres undefined) | -1% | 0% | / | 4% | -5% | -10% | 2% | 10%
